High-throughput results (PubChem BioAssay)
PTHR1 agonist: qHTS for PTHR1 Agonists: Primary Screen | AID 743266, 2014 | HEK293 GP2 PTHR1 cells, GloSensor cAMP luminescence, 1 h | Parathyroid hormone/parathyroid hormone-related peptide receptor (Homo sapiens), Q03431 | 410,000 tested, 0.075% active | Potency, µM (series often up to 115 µM), for the others: at the highest dose activation, most hits filed as activators; further: nearly all actives have a fitted effect of over 55% in size; some results filed as inactive show a strong effect at the top dose; inactives centre near -15; many of its hits are not listed in these tables
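HEK-293-derived GP2 cells expressing PTHR1 and a GloSensor cAMP reporter, 3,000/well, plated overnight, given luciferin plus IBMX (each 0.5 mM as added) for 1 h at 37 °C, then compound for 1 h at 37 °C. Luminescence was read after 15 min at room temperature.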
EPAC2 antag: qHTS for Antagonist of cAMP-regulated guanine nucleotide exchange factor 2 (EPAC2): primary screen; Rap guanine nucleotide exchange factor 4 (Homo sapiens), Q8WZA2; EPAC2 GEF exchange of Rap1B-BODIPY-GDP, fluorescence; Potency, µM (titrated, usually from 114 µM), inactives show at the top dose activity, negative = inhibition, usual class: inhibitors; 360,000 tested, 0.18% active; further: on the % scale 0 is the no-effect control and ±100 the full control effect; nearly all actives have a fitted effect of over 45% in size; many of its hits are not listed in these tables
FUS suppressor: qHTS for Suppressors of FUS Proteinopathy: Primary screen using FUS-linked yeast assay | 390,000 tested, 0.24% active | AID 1347120, 2019 | Potency, µM (doses to about 76.6 µM), for the others: at the highest dose growth rescue (activation), most hits filed as activators | S. cerevisiae FUS-expressing, growth rescue, OD600, 24 h;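 further: plate controls were DMSO vehicle for no effect and reference control for full effect; nearly all actives have a fitted effect of over 55% in size; some results filed as inactive show a strong effect at the top dose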
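Yeast FUS proteinopathy model; galactose-induced FUS (2%), starting OD 0.005. Cpds in dilution series, 24hr, 30C, 99% humidity. Abs 600 nm growth. Pos ctrl CP55940 (top 92uM final); neg ctrl DMSO.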
TDP-43 yeast inh: qHTS of TDP-43 Inhibitors; 410,000 tested, 1.8% active; TDP-43 expressing yeast growth rescue, BacTiter-Glo, 24 h; Potency, µM (series often up to 46.1 µM), for the others: top-dose growth rescue (activation), most hits filed as activators; AID 652104, 2013; further: % of control where 0% means no effect; nearly all actives have a fitted effect of over 50% in size
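Readout is BacTiter-Glo luminescence of cell growth, so inhibitors register as activators. TDP-43-expressing yeast at OD600=0.02 in galactose medium, after raffinose pregrowth to mid-log, were incubated with compound for 24 hr at 30 deg C.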
EPAC1 antagonist: qHTS for Antagonist of cAMP-regulated guanine nucleotide exchange factor 3 (EPAC1): primary screen; AID 720709, 2013; Potency, µM (doses to about 115 µM), for inactives: top-dose activity change, negative = inhibition, most hits filed as inhibitors; Rap guanine nucleotide exchange factor 3 (Homo sapiens), O95398; 360,000 tested, 0.14% active; EPAC1 GEF assay, Rap1b-BODIPY-GDP exchange fluorescence;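 further: plate controls were vehicle for no effect and positive control for full effect; nearly all actives have a fitted effect of over 50% in size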
Target sequence (O95398 whole entry, looked up): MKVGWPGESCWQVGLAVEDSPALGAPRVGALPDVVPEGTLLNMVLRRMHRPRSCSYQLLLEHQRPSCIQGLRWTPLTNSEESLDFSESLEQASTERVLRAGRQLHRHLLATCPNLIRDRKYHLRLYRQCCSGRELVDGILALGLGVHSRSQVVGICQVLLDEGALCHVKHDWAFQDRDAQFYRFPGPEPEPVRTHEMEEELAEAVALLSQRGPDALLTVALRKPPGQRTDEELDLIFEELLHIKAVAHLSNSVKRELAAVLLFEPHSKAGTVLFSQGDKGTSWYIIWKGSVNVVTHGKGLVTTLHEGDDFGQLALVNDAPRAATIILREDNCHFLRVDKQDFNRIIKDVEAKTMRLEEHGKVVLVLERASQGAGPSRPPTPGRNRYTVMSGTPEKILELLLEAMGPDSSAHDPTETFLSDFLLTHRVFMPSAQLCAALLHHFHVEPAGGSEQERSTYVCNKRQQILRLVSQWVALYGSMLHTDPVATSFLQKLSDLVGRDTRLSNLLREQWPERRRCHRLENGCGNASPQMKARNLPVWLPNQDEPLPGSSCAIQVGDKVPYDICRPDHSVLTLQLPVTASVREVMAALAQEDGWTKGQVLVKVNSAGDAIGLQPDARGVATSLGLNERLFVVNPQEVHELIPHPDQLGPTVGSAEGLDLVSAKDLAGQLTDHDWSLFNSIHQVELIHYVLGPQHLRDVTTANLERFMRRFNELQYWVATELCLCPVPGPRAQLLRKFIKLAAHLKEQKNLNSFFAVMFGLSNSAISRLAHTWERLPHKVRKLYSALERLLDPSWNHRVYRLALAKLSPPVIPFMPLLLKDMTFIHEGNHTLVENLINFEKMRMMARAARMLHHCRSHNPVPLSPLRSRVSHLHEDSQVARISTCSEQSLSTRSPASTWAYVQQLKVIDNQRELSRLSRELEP
EPAC2 ag: qHTS for Agonist of cAMP-regulated guanine nucleotide exchange factor 4 (EPAC2): primary screen; EPAC2 activation, biochemical qHTS; response scale: 100% = 6.5 mM cAMP response; Potency, µM (titrated, usually from 154 µM), without a hit: at the top dose activation, actives largely listed as activators; Rap guanine nucleotide exchange factor 4 (Homo sapiens), Q8WZA2; 360,000 tested, 0.079% active; further: nearly all actives have a fitted effect of over 50% in size
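Compounds were added across a concentration range to EPAC2 (100 nM), RAP1B-BODIPY-GDP (250 nM) and GDP (50 uM). After 5 min at room temperature, fluorescence was recorded at 5-min intervals for 30 min.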
EPAC1 agonist: qHTS for Agonist of cAMP-regulated guanine nucleotide exchange factor 3 (EPAC1): primary screen | Rap guanine nucleotide exchange factor 3 (Homo sapiens), O95398 | EPAC1 agonist qHTS, biochemical assay; response scale: 100% = response to 6.5 mM cAMP | 360,000 tested, 0.073% active | Potency, µM (series often up to 154 µM), for the others: at the top dose activation, actives largely listed as activators; further: nearly all actives have a fitted effect of over 60% in size
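Nucleotide exchange assay: 100 nM EPAC1 with 250 nM Rap1B loaded with BODIPY-GDP and 50 uM GDP, room temperature. Fluorescence (480/540 nm) read every 5 min for 30 min; signal change normalized to 6.5 mM cAMP as full agonist.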
aSyn yeast inh: qHTS of alpha-syn Inhibitors. Yeast expressing alpha-synuclein, growth rescue, BacTiter-Glo, 24 h. Potency, µM (highest dose often 46.1 µM), without a hit: at the top dose growth rescue (activation), actives largely listed as activators. 370,000 tested, 0.14% active; further: % of control where 0% means no effect; nearly all actives have a fitted effect of over 65% in size
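Screening used galactose-induced yeast with toxic alpha-synuclein levels, exposed to compound for 24 hr at 30 deg C. Cell growth, read with BacTiter-Glo luminescence, gave the measured signal.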
An asterisk follows results filed as active; i = inactive; ? = inconclusive; . = not tested or not shown; [ ] = dose if it differs, or a comment. The call rests on the fitted dose curve; in most records, active means well fitted curve in the direction sought with a large enough effect; inconclusive means small, poorly fitted or top-dose-only effect, or another doubt; inactive means no such curve, though single readings can be large; an effect the other way counts as inactive or inconclusive. Potency means the concentration at half of the fitted maximal effect. An excerpt; rates above refer to the full screens.

Preview:
Below each compound – PTHR1 agonist	EPAC2 antag	FUS suppressor	TDP-43 yeast inh	EPAC1 antagonist	EPAC2 ag	EPAC1 agonist	aSyn yeast inh
> O=C(O)CC(SCC(=O)Nc1ccc(Br)cc1)C(=O)O (configuration not stated)
 : i	4%	-5%	-18%	14%	9%	8%	8%
> Cc1ccc(NC(=O)C2CC(=O)N(Cc3ccccc3)C2)nc1 (configuration not stated)
 : i	5%	.	-3%	0%	2%	-5%	-3%
> CCCn1c(SCCN2CCOCC2)nc2c1c(=O)n(C)c(=O)n2C
 : -57%[inhibitor]	0%	-34%	17%	16%	-4%	-1%	2%
> CC(NC(=O)Nc1ccc2c(c1)OCO2)C1CCCO1 (configuration not stated)
 : -6%	-7%	4%	0%	-13%	0%	4%	-1%

All compounds of this part, from the start:
Below each compound – PTHR1 agonist	EPAC2 antag	FUS suppressor	TDP-43 yeast inh	EPAC1 antagonist	EPAC2 ag	EPAC1 agonist	aSyn yeast inh
> O=C(O)CC(SCC(=O)Nc1ccc(Br)cc1)C(=O)O (configuration not stated)
 : i	4%	-5%	-18%	14%	9%	8%	8%
> Cc1ccc(NC(=O)C2CC(=O)N(Cc3ccccc3)C2)nc1 (configuration not stated)
 : i	5%	.	-3%	0%	2%	-5%	-3%
> CCCn1c(SCCN2CCOCC2)nc2c1c(=O)n(C)c(=O)n2C
 : -57%[inhibitor]	0%	-34%	17%	16%	-4%	-1%	2%
> CC(NC(=O)Nc1ccc2c(c1)OCO2)C1CCCO1 (configuration not stated)
 : -6%	-7%	4%	0%	-13%	0%	4%	-1%
> Cc1ccc(C(=O)CSc2nnc(CNc3ccc(C)cc3C)o2)cc1
 : -30%[inhibitor]	5%	3%	10%	-7%	0%	1%	3%
> CCOCCOC(=O)c1[nH]c2c(c1C)C(=O)CC(c1ccc(OC)c(OC)c1)C2 (configuration not stated)
 : -92%[inhibitor]	-21%	39%	-7%	-6%	1%	-1%	1%
> COc1ccc(SCCN2CC[C@@H](NC(=O)OCc3ccccc3)CCC2=O)cc1
 : -35%[inhibitor]	-20%	34%	30%	-7%	12%	3%	-11%
> CCn1c(C)[n+](Cc2ccccc2)c2ccc(Cl)cc21
 : i	10%	7%	14%	10%	0%	0%	0%
> CSCC[C@H](NC(=O)[C@@H]1Cc2c([nH]c3ccccc23)C2c3ccccc3C(=O)N21)C(=O)NCC1CCCO1 (some centres not stated)
 : -13%	-1%	?	8%	-10%	7%	-10%	-4%
> COCCNC(=O)C1(C)CCN(C(=O)Cc2ccc(OC)c(OC)c2)C1 (configuration not stated)
 : -24%	5%	-13%	2%	-17%	10%	-13%	-5%
> CCCC(NC(=O)c1c(C)noc1C)C12CC3CC(CC(C3)C1)C2 (configuration not stated)
 : -23%	-1%	1%	4%	-12%	8%	11%	-7%
> COc1ccc(C(=O)Oc2ccc3oc(=O)sc3c2)cc1
 : -4%[57.5 µM]	9%	-1%	14%	1%	3%	-8%	-20%
> CCCC1CCC(C2=N/C(=C\c3ccc(OC)c(OC)c3)C(=O)O2)CC1 (configuration not stated)
 : -16%[57.5 µM]	-1%	16%	8%	-19%	-10%	0%	-2%
> Cc1cccc(OCC(=O)Nc2nc3ccc([N+](=O)[O-])cc3s2)c1C
 : -20%	15%	.	-24%	15%	4%	-5%	-10%
> O=C(Nc1ccccc1C(F)(F)F)C(O)(c1ccccc1)C1CCCCC1 (configuration not stated)
 : -3%	8%	0%	-12%	-16%	-2%	-17%	-5%
> COc1nccnc1NS(=O)(=O)c1ccc(N/C=C2\CCCCC2=O)cc1
 : -7%	1%	-12%	-12%	9%	1%	9%	2%
> CC(C)CNC(=S)NC1CC2CCCC(C1)N2C1CCCCC1 (configuration not stated)
 : -16%	8%	-19%	-11%	0%	0%	-2%	-4%
> CCOc1ccc(Oc2c(/C=N/NC(C)=O)c(C)nn2-c2ccccc2)cc1
 : i	-11%	15%	12%	?	-13%	-20%	10%
> Cc1cccc(C(=O)NCC(=O)OCC(=O)NC2CCCCC2)c1
 : 0%	3%	15%	-12%	12%	6%	0%	-1%
> CN1CCN(c2ccc(S(=O)(=O)N3CCOCC3)cc2NC(=O)COc2ccc(C#N)cc2)CC1
 : i	6%	11%	-1%	13%	11%	-3%	0%[1.84 µM]
> CCN(CC)C(=O)C1CCCN(c2ncnc3c2cnn3-c2cccc(C)c2)C1 (configuration not stated)
 : -23%[57.5 µM]	-1%	44%	?	-1%	4%	-2%	15%
> COc1ccc(OC)c(C2=NOC(C(=O)N3CCCc4ccccc43)C2)c1 (configuration not stated)
 : -15%[57.5 µM]	-8%	25%	68%	-2%	8%	19%	15%
> CCC(C)(C)C1CCC2(CC1)NC(=O)N(CC(=O)NCCc1ccc(OC)c(OC)c1)C2=O (configuration not stated)
 : i	-8%	.	9%	-6%	-14%	1%	-1%
> N#CC1=C(C=Nc2ccccc2O)CCC1
 : -13%[57.5 µM]	-1%	-9%	26%	3%	1%	-4%	1%
> CC(C)c1cc(C(=O)NCc2ccc(F)cc2)c(N)s1
 : -62%[inhibitor]	?	16%	17%	-14%	13%	-5%	1%
> CCOc1ccc(CCNC(=O)Cn2cccc2C(=O)c2ccccc2)cc1OCC
 : -1%	2%	34%	-1%	-9%	5%	0%	1%
> COc1ccc(C(C(=O)Nc2c(C)cccc2C)n2c(=O)c(-c3ccccc3)nc3ccccc32)cc1 (configuration not stated)
 : -6%	1%	?	?	-24%	19%	11%	6%
> CC(=O)C12OC(C)(C)OC1CC1C3CCC4=CC(=O)C=CC4(C)C3(F)C(O)CC12C (configuration not stated)
 : 13%	12%	6%	0%	-6%	3%	-1%	-2%
> CC(C)(C)c1ccc(/C=N/N2CCN(c3ccccn3)CC2)cc1
 : -42%[inhibitor]	3%	13%	5%	4%	-8%	10%	0%
> Nc1[nH]c(C(=O)c2ccccc2)c(-c2ccc([N+](=O)[O-])cc2)c1C(=O)NCCc1c[nH]c2ccccc12
 : -17%	-14%	31%	10%	8%	22%	11%	-7%
> COC(=O)c1ccccc1NC(=O)CN1CCC(NC(=O)c2ccc(C)cc2)CC1
 : -21%[57.5 µM]	-10%	24%	-4%	-6%	12%	5%	1%
> Cc1cccn2c(=O)nc(SCC(=O)N3CCN(c4ccccc4)CC3)nc12
 : -12%	-2%	7%	4%	-4%	-7%	9%	-4%
> COc1ccccc1Nc1nc2c(s1)CCC2
 : -9%	-6%	19%	21%	6%	-15%	-8%	1%
> O=C(c1ccc(=O)oc1)N1CCN(C(c2ccccc2)c2ccccc2)CC1
 : -6%[57.5 µM]	-1%	22%	-19%	4%	2%	3%	0%
> CC1(C)CC(NC(=O)c2ccccc2Cl)CC(C)(C)N1
 : i	-4%	-12%	4%	6%	3%	6%	4%
> CCOC(=O)C(C)n1cnc2sc(C)c(C)c2c1=O (configuration not stated)
 : i	-4%	11%	5%	-6%	-7%	10%	-2%
> COc1ccc(OCC(=O)N2CCN(S(=O)(=O)c3ccc4c(c3)OCCO4)CC2)cc1
 : i	26%	11%	-12%	-15%	6%	4%	-2%
> O=C(N/N=C\c1cccnc1)c1ccc(Cl)cc1Cl
 : i	5%	21%	16%	16%	2%	-4%	-5%
> Cc1cc(C)cc(CC(=O)N2CCC2(C)C(=O)NS(=O)(=O)c2cccc(F)c2)c1 (configuration not stated)
 : -16%	-5%	-7%	-2%	7%	14%	1%	-3%
> Cc1ccc(NC(=O)CC2S/C(=N/N=C/C=C/c3ccccc3)NC2=O)cc1Cl (configuration not stated)
 : -9%	-1%	14%	-4%	-9%	7%	-1%	-5%
> COc1ccc(N2CSC3=C(C#N)C(c4ccc(OC)c(OC)c4)CC(=O)N3C2)c(OC)c1 (configuration not stated)
 : i	-9%	?	18%	-10%	23%	1%	2%
> NC(=O)Cn1ccc(O)c(Cc2ccc(Cl)cc2Cl)c1=O
 : 0%	-8%	-21%	-4%	4%	9%	6%	-6%
> COc1ccccc1NC(=O)C1=C(C)Nc2nnnn2C1c1ccc(C(F)(F)F)cc1 (configuration not stated)
 : -4%	.	11%	9%	.	.	.	-2%
> CC1=C(C(=O)N2CCOCC2)C(c2ccc(O)cc2)NC(=S)N1 (configuration not stated)
 : i	2%	.	3%	-29%	-3%	-4%	-6%
> Cc1ccccc1-c1nnc(CS(=O)(=O)c2ccccc2)o1
 : -17%	-6%	-24%	10%	-3%	5%	5%	10%
> COc1ccc(-n2nnnc2SCC(=O)N2CCCc3ccccc32)cc1OC
 : -23%	-1%	21%	19%	3%	1%	2%	6%
> CC(=O)Nc1cccc(-c2ccnc3c2CC(C)(C(=O)NCCc2ccccc2)O3)c1 (configuration not stated)
 : i	-1%	20%	13%	-3%	-3%	-6%	1%
> O=C(CCNS(=O)(=O)c1ccc(Br)cc1)NC1CCC(O)CC1 (configuration not stated)
 : i	11%	-10%	18%	-6%	8%	20%	2%
> O=C1c2ccccc2C(O)N1CCN1CCOCC1 (configuration not stated)
 : i	-11%	-27%	20%	-4%	-4%	-7%	1%
> CC(=O)c1ccc(S(=O)(=O)N2CCc3ccccc3C2)cc1
 : -19%	-3%	1%	?	-7%	8%	-7%	13%
> NS(=O)(=O)c1ccc(NC(=S)Nc2ccn(Cc3cccc4ccccc34)n2)cc1
 : -7%	0%	57%	-4%	?	20%	10%	-2%
> Cc1nc2c(ccc3nc(NC(=O)C4CC4)sc32)s1
 : -11%	9%	16%	24%	?	10%	3%	11%
> Cc1nc2cc(NC(=O)CCS(=O)(=O)c3ccccc3)ccc2s1
 : -93%[inhibitor]	-2%	9%	9%	?	9%	6%	0%
> COc1ccc(CN2C(=O)CCC2(C)c2nnnn2-c2c(C)cccc2C)cc1OC (configuration not stated)
 : -7%	-24%	20%	13%	4%	13%	3%	6%
